# UTI89 phage lysis: inhibition of K1F phage lysis, E. coli UTI89, bacterial capsule biogenesis inhibitors, alamar blue (AID 488966); E. coli UTI89 K1F phage lysis, alamar blue, 2 h; higher % means a stronger effect; inhibition, % at 100 µM, or IC50 in µM where a hit was titrated; 340,000 tested, 0.02% active;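 active = phage lysis inhibition, versus mean bacterial control, above a set limit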;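 also: capsule biogenesis inhibitors block K1F phage lysis so surviving cells raise fluorescence; higher fluorescence means more inhibition of phage lysis; actives were called in the ten point dose series up to 300 µM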
# NS5 inhibitors: Dengue-2 NS5 methyltransferase inhibitors, primary screen, biochemical, confirmation dose response (AID 588689) | Dengue-2 NS5 methyltransferase capping enzyme assay, biochemical; higher % means a stronger effect | one-dose inhibition, % at 25 µM; IC50 in µM for titrated hits | 340,000 tested, 0.3% active; in the data active = a potency from the dose series
# RSV CPE inhibition: RSV antiviral activity via CPE protection, HEp-2 cells, primary 10 µM value included (AID 2391); HEp-2 cells, RSV-induced CPE inhibition; higher % means a stronger effect; one-dose CPE inhibition, % at 10 µM; IC50 in µM for titrated hits; 310,000 tested, 0.13% active; in the data active = a potency from the dose series; also: strong numbers were not always called active
# SV40 large T antigen: SV40 large T antigen inhibitors, biochemical (AID 1903). SV40 large T antigen ATPase/helicase inhibition assay; higher % means a stronger effect. inhibition, % at 20 µM, or IC50 in µM where a hit was titrated. 310,000 tested, 0.39% active; in the data active = a potency from the dose series; also: strong numbers were not always called active
# HIV peptide binding: inhibitors of HIV fusion peptide binding, primary screen, biochemical, uHTS, fluorescence dequenching (AID 1986); cell-free peptide binding, fluorescence dequenching, 30 min; higher % means a stronger effect; 290,000 tested, 0.3% active; inhibition, % at 20 µM; hits with a dose series show IC50 in µM; in the data active = inhibition mostly above about 52%, no sharp cut-off; inactive = mostly below about 76%; also: some results filed as inactive read as strong as hits
# GPR55 antagonists: GPR55 antagonists blocking LPI-driven arrestin recruitment, primary screen, imaging, U2OS, beta-arrestin-GFP, LPI agonist (AID 2013). inhibition, % at 10 µM, or IC50 in µM where a hit was titrated. G-protein coupled receptor 55 (Homo sapiens). 290,000 tested, 0.13% active. U2OS GPR55 beta-arrestin-GFP translocation imaging, LPI antagonism; higher % means a stronger effect;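 active = spots per cell inhibited over 60%, with over 100 cells counted and total cytoplasm intensity under 500,000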;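 also: U2OS cells stably carrying GPR55 and arrestin-GFP stimulated by 5 µM LPI near EC80; imaged beta-arrestin-GFP aggregate spots per cell after agonist stimulation; plate controls were LPI-stimulated DMSO wells for no effect and DMSO wells without LPI for full effect; some results filed as inactive read as strong as hits; confirmed hits need IC50 under 10 µM and bright autofluorescent wells are also inconclusive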
# Rac1 GTP hydrolysis: MgcRacGAP GTPase-activating activity inhibitors, confirmation, biochemical, ADP Hunter fluorescence; inhibition, % at 30 µM; hits with a dose series show IC50 in µM; 340,000 tested, 0.6% active; MgcRacGAP-stimulated Rac1 GTP hydrolysis, ADP Hunter fluorescence; higher % means a stronger effect; GST-tagged Rac1 F28L mutant substrate;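 active = first-screen hits whose inhibition reached a set limit at any dose in the follow-up dose series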;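 also: fluorescence reports GDP produced by GAP-driven GTP hydrolysis; strong numbers were not always called active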
# Salmonella PhoP GFP: inhibitors of PhoP regulon expression, primary screen, Salmonella Typhimurium, GFP reporter (AID 1863) | 300,000 tested, 0.16% active | S. Typhimurium PhoP-regulated promoter GFP reporter, 4 h; higher % means a stronger effect | inhibition, % at 50 µM, or IC50 in µM where a hit was titrated;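 active = inhibition over 29.93%, a cutoff 3 SD above the screen mean, later confirmed by dose response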;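 also: 0% = low Mg2+ inducing control and 100% = high Mg2+ repressing control; strong numbers were not always called active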
# GPR35 arrestin U2OS: GPR35 antagonists blocking zaprinast-driven arrestin recruitment, primary screen, imaging, U2OS, beta-arrestin-GFP, zaprinast agonist (AID 2058); U2OS GPR35 beta-arrestin-GFP translocation imaging, zaprinast antagonism; higher % means a stronger effect; inhibition, % at 10 µM, or IC50 in µM where a hit was titrated; 290,000 tested, 0.052% active;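 active = inhibition of at least 50% with at least 30 cells and total cytoplasm GFP at most 10,000,000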
# NS5 inhibitors pilot replicate: second read-out of NS5 inhibitors, no call of its own (marks repeat the call); inhibition, %; measured here: pilot screen replicate inhibition
# Starred values were filed as active, the others as inactive; / = not tested or not shown; [ ] = dose if it differs, or a comment.
SMILES,UTI89 phage lysis,NS5 inhibitors,RSV CPE inhibition,SV40 large T antigen,HIV peptide binding,GPR55 antagonists,Rac1 GTP hydrolysis,Salmonella PhoP GFP,GPR35 arrestin U2OS,others
CC(=O)Nc1ccc(Oc2ccc([N+](=O)[O-])cc2Cl)cc1,1.7%,-1%,0.8%,5%,-1.3%,4%,1%,0%,5%,
CC1Cc2ccccc2N1C(=O)CSc1nnc(N)s1 (configuration not stated),1.4%[50 µM],2%,0.2%,4%,-1.0%,-4%,8%,3%,-4%,
CCc1ccc(CN(C(=O)c2cc3ccccc3oc2=O)C2CCS(=O)(=O)C2)cc1 (configuration not stated),0.3%,1%,-1.9%,2%,-2.4%,12%,7%,4%,2%,NS5 inhibitors pilot replicate=4.9
Cc1cc(Nc2cnc3ccccc3n2)n(-c2ccccc2)n1,1.1%,2%,0.3%,36%,2.3%,/,9%,-7%,-2%,
Cc1cccc(NC(=O)CN2C(=O)CCSc3ccc(S(=O)(=O)N4CCOCC4)cc32)c1C,0.1%,-3%,2.0%,7%,0.5%,2%,9%,-4%,15%,
Cc1ccc(N=Nc2ccc(C)cc2NC(=O)Nc2ccccc2F)cc1,0.1%,-5%,6.1%,5%,0.2%,12%,4%,-8%,5%,
O=C(CNCc1ccccc1)Nc1ccccc1-c1ccccc1,0.1%,3%,1.4%,10%,-1.3%,10%,10%,6%,6%,
CCC(=O)NC(=S)Nc1ccc(NC(=O)c2ccco2)cc1,0.2%,-7%,1.9%,3%,-0.3%,-2%,7%,15%,6%,
O=c1nc2s/c(=C\c3ccco3)c(=O)n2nc1Cc1ccccc1,-0.3%,21%,2.2%,68%,31%,7%,21%,-15%,-7%,
O=C(Nc1nc(-c2cccc(Br)c2)cs1)Oc1ccccc1,2.9%,-4%,2.8%,24%,-2.5%,-2%,5%,29%,-1%,
Cc1sc(NC(=O)/C=C/c2ccc3c(c2)OCO3)nc1-c1ccccc1,0.8%[50 µM],-8%,-1.5%,-2%,-2.2%,-1%,8%,-11%,-6%,
CCNC(=S)N(CCc1c(C)[nH]c2ccc(Cl)cc12)Cc1cccnc1,0.1%,-5%,0.0%,11%,-1.9%,7%,-4%,-1%,4%,
C=CCn1c(CCNC(=O)c2cccs2)nnc1SCC(=O)c1ccc(Br)cc1,-2.8%,-6%,1.9%,1%,0.4%,-2%,13%,8%,16%,
O=C(NC(Nc1ncc(S(=O)(=O)c2ccc([N+](=O)[O-])cc2)s1)(C(F)(F)F)C(F)(F)F)c1ccc(Cl)cc1,-0.5%,-7%,1.7%,0%,29%,8%,1%,1%,-13%,
N#Cc1cc(C(=O)c2ccccc2O)cn(-c2ccc(Cl)cc2)c1=O,/,/,0.1%,1%,-0.9%,12%,/,15%,4%,
N#Cc1ccc(CSc2nnc(-c3ccncc3)n2CCc2ccccc2)cc1,0.7%,-5%,0.7%,-3%,2.5%,11%,5%,30%,-8%,
Cc1ccc(C(=O)CCC(=O)OC(C)C(=O)NC2CCCCC2C)cc1 (configuration not stated),0.9%[50 µM],-6%,0.3%,/,/,/,2%,/,/,
Cc1ccc(CNC(=O)C2CCCN(S(=O)(=O)c3ccc(-n4cnnn4)cc3)C2)cc1 (configuration not stated),0.3%,1%,2.2%,2%,1.9%,11%,8%,5%,-2%,
CCOC(=O)N1CCN(C(=O)CN2C(=O)NC(C)(c3ccc4ccccc4c3)C2=O)CC1 (configuration not stated),1.1%[50 µM],7%,2.7%,/,/,/,4%,/,/,
CCN(CC)CCOC(=O)c1ccc(NC(=O)c2cccc(C)c2[N+](=O)[O-])cc1,0.2%,-12%,1.1%,4%,-0.8%,11%,8%,-1%,2%,
CC(=O)c1cc2c(cc1NC(=O)CCc1ccccc1)OCO2,3.9%,-10%,2.0%,-14%,-2.3%,-7%,10%,28%,-12%,
CC(=O)c1cccc(OCC(=O)c2cc(C)n(-c3cc(C)on3)c2C)c1,3.1%,-7%,6.1%,6%,3.1%,6%,13%,0%,3%,
CS(=O)(=O)Nc1ccccc1C(=O)NCC1(N2CCCCC2)CCCCC1,0.1%,-8%,-0.5%,3%,-1.4%,7%,5%,-3%,10%,
Cc1ccc(OCc2nc3ccccc3[nH]2)cc1,0.4%,5%,18%,-9%,-1.4%,1%,10%,31%,-4%,
CC(=O)N1CCC2(CC1)C(C#N)=C(N)Oc1n[nH]c(C(F)(F)F)c12,-0.6%,7%,0.2%,8%,8.0%,3%,-3%,4%,-7%,
O=C(O)c1ccc(Nc2cccc(F)c2)c([N+](=O)[O-])c1,0.3%,5%,1.6%,8%,0.6%,-2%,5%,-5%,0%,
Cc1csc2sc(-c3ccnc(SCC(=O)NCc4ccccc4)n3)c(C)c12,-0.4%,-4%,4.5%,7%,1.6%,-24%,5%,-4%,-4%,
Cc1nn2c(=O)c(NC(=O)c3ccc(F)cc3)cnc2s1,0.1%,-5%,2.7%,2%,-1.2%,8%,6%,-10%,-4%,
CC(C)Cc1nnc(NS(C)(=O)=O)s1,1.4%,-9%,3.3%,-5%,-1.8%,6%,9%,4%,6%,
COc1ccc(OC)c2[nH]c(=O)c(CCNS(=O)(=O)c3ccc(C)cc3)cc12,-0.1%[50 µM],/,0.5%,1%,-1.8%,11%,8%,-1%,14%,
COc1ccc(Br)c(C(=O)N2CCN(S(=O)(=O)/C=C/c3ccccc3)CC2)c1,0.1%,1%,1.4%,9%,-0.4%,9%,8%,-4%,14%,
C=C(C)COc1ccc(-c2n[nH]c(C)c2Oc2ccccc2OC)c(O)c1,0.0%,5%,-2.1%,-7%,-2.7%,9%,10%,4%,4%,
COC(=O)Cn1cc(C(=O)c2cccs2)c2ccccc21,0.4%,-5%,0.8%,0%,2.8%,2%,8%,10%,-18%,
CC(=O)N/C(=C\c1ccccc1)C(=O)OC(C)C(=O)c1ccccc1 (configuration not stated),0.7%[50 µM],1%,-1.6%,12%,/,/,1%,1%,/,
Cc1ccc(C(=O)N(C)Cc2ccc(N3CCOCC3)cc2)cc1S(=O)(=O)NCc1ccccc1,0.5%[50 µM],1%,2.1%,/,/,/,3%,/,/,
O=C(Nc1ccc(N2CCOCC2)cc1)c1cc2ccccc2o1,1.3%,2%,4.2%,20%,-2.5%,-4%,10%,6%,-2%,

# 6 entries already listed, arranged by length of the SMILES, rising:
SMILES,UTI89 phage lysis,NS5 inhibitors,RSV CPE inhibition,SV40 large T antigen,HIV peptide binding,GPR55 antagonists,Rac1 GTP hydrolysis,Salmonella PhoP GFP,GPR35 arrestin U2OS,others
CC(C)Cc1nnc(NS(C)(=O)=O)s1,1.4%,-9%,3.3%,-5%,-1.8%,6%,9%,4%,6%,
Cc1nn2c(=O)c(NC(=O)c3ccc(F)cc3)cnc2s1,0.1%,-5%,2.7%,2%,-1.2%,8%,6%,-10%,-4%,
Cc1csc2sc(-c3ccnc(SCC(=O)NCc4ccccc4)n3)c(C)c12,-0.4%,-4%,4.5%,7%,1.6%,-24%,5%,-4%,-4%,
CC(=O)N1CCC2(CC1)C(C#N)=C(N)Oc1n[nH]c(C(F)(F)F)c12,-0.6%,7%,0.2%,8%,8.0%,3%,-3%,4%,-7%,
COc1ccc(OC)c2[nH]c(=O)c(CCNS(=O)(=O)c3ccc(C)cc3)cc12,-0.1%[50 µM],/,0.5%,1%,-1.8%,11%,8%,-1%,14%,
Cc1ccc(C(=O)N(C)Cc2ccc(N3CCOCC3)cc2)cc1S(=O)(=O)NCc1ccccc1,0.5%[50 µM],1%,2.1%,/,/,/,3%,/,/,

# (next part)
SMILES,UTI89 phage lysis,NS5 inhibitors,RSV CPE inhibition,SV40 large T antigen,HIV peptide binding,GPR55 antagonists,Rac1 GTP hydrolysis,Salmonella PhoP GFP,GPR35 arrestin U2OS,others
COc1ccc(CN2CCN(CC(O)Cn3c4ccccc4c4ccccc43)CC2)cc1 (configuration not stated),-0.8%,-4%,4.8%,9%,-2.8%,50%,4%,-6%,7%,
COC(=O)C1CCN(C(=O)C2CCC(=O)N(CCc3cccc(F)c3)C2)CC1 (configuration not stated),0.1%,-7%,1.4%,8%,-2.3%,2%,7%,-2%,11%,
O=C(NCc1ccc(F)cc1)C1CCC(CNS(=O)(=O)c2cccs2)CC1 (configuration not stated),0.0%,-1%,0.5%,-4%,0.2%,-10%,0%,-3%,15%,
Cc1ccc(CNC(=O)c2cn(C3CCCC3)c(=O)c3c2c2ccccc2n3C)o1,/,/,8.0%,7%,-1.0%,5%,/,-5%,4%,
COCCn1c(SCC(=O)c2ccc3c(c2)OCCO3)nnc1-c1ccoc1C,0.1%,2%,0.8%,-2%,1.6%,7%,12%,12%,5%,
Cc1ccc(NC(=O)CN2C(=O)CC(C)S(=O)(=O)c3ccccc32)cc1 (configuration not stated),0.5%,-1%,1.7%,8%,-1.7%,14%,7%,-1%,1%,
CCN(CC)C(=O)CC(c1ccc(N(C)C)cc1)c1c(OC)cc(OC)c2c(-c3ccccc3)cc(=O)oc12 (configuration not stated),3.7%,0%,9.0%,14%,-1.3%,7%,18%,4%,-6%,
CCc1nnc(NC(=O)Cn2ccc(C(F)(F)F)n2)s1,0.2%,-12%,1.0%,12%,0.1%,12%,3%,1%,1%,
COc1ccc(Cc2nnc(-c3ccc(F)cc3)o2)cc1OC,-1.2%,1%,0.9%,5%,-0.8%,-7%,0%,1%,1%,
CC(C)(C)C(=O)Nc1cc(S(=O)(=O)Nc2ccc(Cl)cc2)ccc1O,-0.1%,-4%,4.4%,15%,1.8%,1%,9%,-2%,-17%,
O=C(Nc1ccccc1)OCCOc1ccccc1Br,5.1%,-2%,22%,10%,2.5%,1%,5%,-4%,3%,
COc1cc(C=O)cc(Br)c1OCC(N)=O,0.0%,6%,0.3%,-4%,-0.8%,2%,10%,3%,2%,
Cc1occc1C(=O)N/N=C/c1ccc(-c2ccccc2)cc1,-1.0%,-1%,5.1%,4%,2.0%,0%,7%,-1%,-6%,
O=C1NCC(O)=C1C=NCCCO,0.2%,-6%,-0.1%,-4%,-0.9%,17%,7%,-2%,-4%,

# Screening data (PubChem)
